# Sm TGR block = blocks Schistosoma mansoni thioredoxin glutathione reductase. Q962Y6. purified TGR, DTNB reduction, TNB absorbance 405 nm. Potency, µM (series often up to 114 µM), for inactives: at the highest dose activity change, negative = inhibition, hits mostly inhibitors. 360,000 tested, 3% active; note: nearly all actives have a fitted effect of over 60% in size
#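 Kinetic colorimetric format: TGR-catalysed, NADPH-driven DTNB reduction monitored via TNB absorbance. Enzyme dispensed at 20 nM; compound exposure 15 min at room temperature before reaction start.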
# LmPK inhibitor = LmPK (Leishmania mexicana) enzyme inhibition; Q27686; purified LmPK, Kinase-Glo ATP luminescence, 1 h; Potency, µM (top dose mostly 57.5 µM), without a hit: at the highest dose activity change, negative = inhibition, hits mostly inhibitors; 290,000 tested, 0.37% active
# Target sequence (Q27686 whole entry, looked up): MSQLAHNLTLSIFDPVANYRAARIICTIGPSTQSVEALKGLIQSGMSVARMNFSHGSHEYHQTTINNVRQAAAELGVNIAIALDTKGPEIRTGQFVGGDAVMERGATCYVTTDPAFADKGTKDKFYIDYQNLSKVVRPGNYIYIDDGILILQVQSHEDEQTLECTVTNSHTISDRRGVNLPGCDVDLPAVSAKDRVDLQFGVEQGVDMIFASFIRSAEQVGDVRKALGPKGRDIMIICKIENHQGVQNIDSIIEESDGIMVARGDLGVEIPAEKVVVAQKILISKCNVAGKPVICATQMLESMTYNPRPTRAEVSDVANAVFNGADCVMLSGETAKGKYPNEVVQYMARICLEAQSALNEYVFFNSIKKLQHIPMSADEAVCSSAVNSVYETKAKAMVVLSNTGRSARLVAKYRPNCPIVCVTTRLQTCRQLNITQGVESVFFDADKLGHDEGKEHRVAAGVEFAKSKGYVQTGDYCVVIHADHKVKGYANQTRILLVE
#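 Pyruvate kinase activity monitored as ATP production (luciferase luminescence). Conditions: 0.1 nM enzyme, 0.5 mM PEP, 0.1 mM ADP, 1 h, RT; normalized against uninhibited and no-enzyme wells.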
# Pf growth 96h = P. falciparum growth inhibition at 96 hour, primary screen for plastid delayed-death inhibitors; Potency, µM (top dose mostly 28.7 µM), inactives show at the highest dose activity change, negative = inhibition, most hits filed as inhibitors; 320,000 tested, 6.9% active; P. falciparum luciferase reporter growth, 96 h; AID 504834
#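 Readout is luminescence from an integrated firefly luciferase in P. falciparum. Red cells, 2% hematocrit and 0.05% parasitemia final, were cultured with compound through two parasite generations (96 hours) at 37 C, 5% CO2.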
# TbPYK inhibitor = T. brucei pyruvate kinase inhibition | Q57TT1 | TbPYK enzyme, Kinase-Glo Plus ATP luminescence, 45 min | Potency, µM (titrated, usually from 76.8 µM), for inactives: at the highest dose activity, negative = inhibition, most hits filed as inhibitors | 410,000 tested, 0.12% active; note: nearly all actives have a fitted effect of over 50% in size
#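 Glycolytic pyruvate kinase of T. brucei was incubated with substrate, test compound and 130 uM ADP for 45 minutes at room temperature. Luminescent Kinase-Glo Plus signal was measured after 10 minutes.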
# Pf growth 48h = inhibits P. falciparum growth in the first generation, 48 h | P. falciparum luciferase growth in erythrocytes, 48 h | Potency, µM (highest dose often 28.7 µM), inactives show at the top dose activity change, negative = inhibition, most hits filed as inhibitors | 310,000 tested, 5.9% active | AID 504832
#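 Growth was read as firefly luciferase luminescence after a 48 h, 37 C, 5% CO2 exposure of compounds to reporter-bearing P. falciparum cultures (0.1% parasitemia, 2% hematocrit final) in Albumax-supplemented RPMI 1640.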
# HCV inhibitor = HCV inhibition; AID 651820; 340,000 tested, 3.4% active; Huh7.5.1 HCVcc-Cre infection, luciferase reporter, 44 h; Potency, µM (doses to about 41.8 µM), for inactives: at the top dose activity change, negative = inhibition, actives largely listed as inhibitors
#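 Luciferase read-out (15 sec integration) after a 15 min room-temperature substrate step quantifies HCVcc-Cre infection. Cells, 1,000 per well, had compound added 4 h post-plating, then virus at ~0.5 moi, and were cultured 44 h.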
# The depositor's hits bear a star; ? = inconclusive; nt = not tested or not shown; & = joins results of further samples; [ ] = another dose, or the depositor's remark. Calls come from the whole dose curve; as a rule, active = well fitted curve in the direction sought with a large enough effect; inconclusive = small, poorly fitted or top-dose-only effect, or another doubt; inactive = no such curve, though single readings can be large; an effect the other way counts as inactive or inconclusive. % is set by controls: 0 for no effect and ±100 for the full control effect; potency is the fitted concentration of half-maximal effect.
# A first look (2 entries):
SMILES,Sm TGR block,LmPK inhibitor,Pf growth 96h,TbPYK inhibitor,Pf growth 48h,HCV inhibitor
CC(=O)CC1(OC(C)=O)C(=O)N(C)c2ccccc21 (centres undefined),6%,0%,0%,0%,-27%,5%
CSc1ccccc1-c1nnc(-c2ccc(Cl)cc2)o1,-2%,1%,15%,4%,57%[activator],5%

# The listing (from the top)
SMILES,Sm TGR block,LmPK inhibitor,Pf growth 96h,TbPYK inhibitor,Pf growth 48h,HCV inhibitor
CC(=O)CC1(OC(C)=O)C(=O)N(C)c2ccccc21 (centres undefined),6%,0%,0%,0%,-27%,5%
CSc1ccccc1-c1nnc(-c2ccc(Cl)cc2)o1,-2%,1%,15%,4%,57%[activator],5%
CC(C)(C)C1CCc2onc(C(=O)N3CCOCC3)c2C1 (centres undefined),2%,-11%,2%,-9%,17%,2%
C=CCSc1nc2ccccc2n2cnnc12,6%,-1%,11%,0%,-10%[0.00184 µM],?
CCOC(=O)N1CCN(c2cc(NCCC(=O)O)c3c4c(onc24)-c2ccccc2C3=O)CC1,?,16µM*,-5%,-15%,8.3µM*,?
O=c1ncn(-c2ccccc2C(F)(F)F)c2ncccc12,-10%,3%,17%,1%,2%,10%
CCOc1ccc2c(c1)C(C)=CC(C)(C)N2,?,nt,?,?,-2%&-21%,-27%
O=C(C1CC1)N1CCN(c2ccc([N+](=O)[O-])cc2-n2cccc2)CC1,0%,3%,4%,0%,-5%,?
O=C(N/N=C/c1coc2ccccc2c1=O)c1ccccc1Br,1%,0%,-14%,-2%,4%,6%
COc1ccc(-c2cn(CCC(=O)O)c(-c3ccc(Cl)nc3)n2)cc1,-15%,nt,53%[activator],-8%,15%,18%
Clc1ccc(N2CCNCC2)nn1,-11%,-3%,-23%,1%,?,25%
Cc1ccccc1Cn1nc(C)c(NC(=O)/C=C/c2cnn(C)c2)c1C,-1%,0%,?,-6%,-28%,9%
Fc1ccc(SCCc2ccncc2)cc1,-13%&-23%,-5%&-2%,15%&104%,2%&4%,7%&10%,5%&11%
COC(=O)c1sc(S(=O)(=O)N2CCCCC2C)c(C(=O)OC)c1C (centres undefined),-20%,nt,?,-3%,?,-20%
COC(=O)CSc1nc(NCC(C)C)nc(N2CCOCC2)n1,-15%,-7%,nt,1%,?,?
Cc1cc(N2CCOCC2)nc2ccccc12,5%,1%,?,-7%,35%[activator],?
O=C(Nc1nc2c(F)cc(F)cc2s1)c1ccc([N+](=O)[O-])o1,-15%,-4%,?,-1%,-18%,-17%
N#Cc1ccc(NC(=O)CSc2cn[nH]n2)cc1,-16%,-6%,105%[activator],3%,16%,-8%
NC(=O)c1nsc(C(=O)N(c2ccccc2F)C(C(=O)NCc2ccc(F)cc2)c2ccc(O)cc2)c1N (centres undefined),0%,1%,-20%,2%,?,3.5µM*
O=C(c1cccc(S(=O)(=O)N2CCc3ccccc3C2)c1)N1CCN(c2ccc(O)cc2)CC1,-14%,1%,?,?,?,?

# Results in TbPYK inhibitor and HCV inhibitor, for some of the entries so far:
SMILES	TbPYK inhibitor	HCV inhibitor
COC(=O)CSc1nc(NCC(C)C)nc(N2CCOCC2)n1	1%	?
Cc1cc(N2CCOCC2)nc2ccccc12	-7%	?
O=C(Nc1nc2c(F)cc(F)cc2s1)c1ccc([N+](=O)[O-])o1	-1%	-17%
N#Cc1ccc(NC(=O)CSc2cn[nH]n2)cc1	3%	-8%
NC(=O)c1nsc(C(=O)N(c2ccccc2F)C(C(=O)NCc2ccc(F)cc2)c2ccc(O)cc2)c1N (centres undefined)	2%	3.5µM*
O=C(c1cccc(S(=O)(=O)N2CCc3ccccc3C2)c1)N1CCN(c2ccc(O)cc2)CC1	?	?

# Continuation.
SMILES,Sm TGR block,LmPK inhibitor,Pf growth 96h,TbPYK inhibitor,Pf growth 48h,HCV inhibitor
COc1cccc(N2CCN(C(=O)c3cccn4c(=O)c5c(C)c(C)sc5nc34)CC2)c1,-2%,0%,?,-1%,3%,10%
Cc1nsc(N)c1C(=O)O,18%,-14%,29%,-3%,15%,17%
CCC1(C)C2(C#N)C(N)=NC(OC)(OC)C12C#N (centres undefined),1%,5%,-7%,-7%,3%,18%
O=C(c1ccccc1)N(CCO)Cc1cc2cc3c(cc2[nH]c1=O)OCCO3,2%,3%,77%[activator],1%,25%,-1%
COc1ccccc1CCN1CCCC(CN(C)C(=O)CCC(=O)N(C)C)C1 (centres undefined),-6%,-5%,?,1%,-6%,23%
CCOc1ccc(N(C(=O)c2ccccc2Cl)C2=NC(C)(C)CS2)cc1,-5%,5%,?,2%,-30%,-11%
C=CCNC(=O)c1onc(CSc2cc(C)cc(C)c2)c1C(=O)O,-9%,13%,85%[activator],3%,2%,19%
CCOC(=O)C1=C(CN2c3ccccc3CC2C)NC(=O)NC1c1ccccc1 (centres undefined),0%,9%,?,-5%,?,-25%
O=C(COc1ccc(S(=O)(=O)N2CCCC2)cc1)NCCC1=CCCCC1,-32%,6%,-13%,-13%,?,-13%
CCNC(=S)N1CCN(c2nc(CC)nc3sc4c(c23)CCCC4)CC1,-13%,3%,46%[activator],-11%,?,?
COc1ccc(/C(C)=N/NS(=O)(=O)c2cc(C)ccc2C)c(OC)c1,4%,10%,?,-4%,0%,-4%
COc1ccnc(Oc2ccccc2)c1C#N,-22%,-3%,0%,-13%,30%[activator],11%
O=C(Nc1nc(-c2cccs2)cs1)c1ccc(Cl)s1,5%,1%,?,-5%,20%,?
Cc1ccc(Cl)cc1NC(=O)c1ocnc1C,?,3%,92%[activator],-4%,47%[activator],11%
COC(=O)C1=C(C(=O)OC)[C@@H]2Nc3ccccc3[C@@]23C[C@@H](C(=O)OC)N(C(=O)C2CCC2)C3=N1,nt,0%[11.5 µM],nt,4%,nt,50%[activator]
CCCSC1=N/C(=C\c2ccc([N+](=O)[O-])o2)C(=O)S1,?,-8%,-27%,?,-2%,1%
CN(c1ccc(OCC(=O)OCC(=O)Nc2c(F)c(F)c(F)c(F)c2F)cc1)S(=O)(=O)c1ccc(F)cc1,0%,1%,8%,-8%,5%,6%
CC(=NCCCn1ccnc1)c1c(O)n(-c2ccccc2)c(=O)[nH]c1=O,-4%,-1%,24%,9%,15%,14%
CCOC(=O)c1sc(C)nc1C1CCN(C(=O)OCC)CC1,2%,5%,-24%,-9%,nt,15%
CN(Cc1cn(-c2ccccc2)nc1-c1ccc(F)cc1)C(=O)CCC(=O)O,-9%,4%,-25%,0%,8%,12%

SMILES,Sm TGR block,LmPK inhibitor,Pf growth 96h,TbPYK inhibitor,Pf growth 48h,HCV inhibitor
O=C(Cn1cnc2c(nnn2Cc2ccccc2)c1=O)c1ccccc1,6%,5%,?,2%,-18%,-1%
COc1cc2c(cc1C1NC(=S)NC(C)=C1C(=O)N(C)C)CCCC2 (centres undefined),-3%,-2%,-4%,-18%,11%,5%
CC(=O)Nc1cc(-c2nn(C)c(=O)c3ccccc23)ccc1N1CCOCC1,10%,-10%,13%,-3%,nt,?
c1csc(-c2nn3c(C4COc5ccccc5O4)nnc3s2)c1 (centres undefined),7%,5%,nt,-26%,?,?
Cc1cc(C)nc(N2CCN(C(=O)c3ccc(S(=O)(=O)N4CCCCCC4)cc3)CC2)n1,4%,9%,-16%,0%,-4%,11µM*
O=C(NCc1ccc(C(F)(F)F)cc1)C1CC(c2ccccc2[N+](=O)[O-])=NO1 (centres undefined),4%,1%,7%,-2%,5%,-12%
O=C(/C=C/c1ccc(Br)cc1)NC(=S)Nc1ccc(S(=O)(=O)Nc2nccs2)cc1,2%,0%,?,3%,31%[activator],32%[activator]
FC(F)(F)c1cc(CO[C@@H]2CCCN[C@@H]2c2ccccc2)cc(C(F)(F)F)c1,-13%,nt,?,-2%,12µM*,3.5µM*
COC(CNC(=O)c1ccc2c(c1)ncn2-c1ccc(F)c(F)c1)OC,-4%,-1%,17%,2%,4%,31%[activator]
COc1ccc(CNC(=O)C2CCC(CNc3c(N4CCC(C)CC4)c(=O)c3=O)CC2)cc1 (centres undefined),19%,2%,-3%,8%,?,7%
COC(C[C@@H]1O[C@@H]1[C@H](O)[C@@H](C)OCc1ccccc1)OC,15%,-1%,21%,-9%,30%,23%
CCN1CCN(C(=O)C2CCN(c3nnc(C)c4c(C)n(-c5ccc(C)cc5)nc34)CC2)CC1,-10%,4%,?,2%,?,8.9µM*
CC/C(=C(/CC)c1ccc(OP(=O)(O)O)cc1)c1ccc(OP(=O)(O)O)cc1,nt,nt,-10%,-2%,-1%,nt
CCOc1ccccc1N1CCN(C(=O)C(F)(F)F)CC1,-4%,1%,0%,-2%,nt,2%
Cc1[nH]n(-c2ccccc2)c(=O)c1/C=N/N1C(=O)c2cccc3cccc(c23)C1=O,-10%,-2%,23%,-3%,9%,-25%
CCn1c(C(C)NC(=O)c2cccc(C)c2)nc2ccccc21 (centres undefined),2%,-1%,-15%,2%,-22%,-4%
CC(C)c1ccc(-c2nnc(N)s2)cc1,-2%,-8%,44%[activator],-14%,157%[activator],4%
CC1CCCc2sc3nc(N4CCN(CCO)CC4)n4ncnc4c3c21 (centres undefined),9%[11.4 µM],18%,?,-5%,nt,?
Cc1c(C(=O)N2CCN(c3ccc(C(F)(F)F)cn3)CC2)oc2ccccc12,1%,13%,nt,7%,nt,9%
COc1ccc(CC(C(=O)Nc2cc(C)ccc2C)/C(N)=N/O)cc1 (centres undefined),-4%,4%,33%[activator],-1%,-10%,15%

SMILES,Sm TGR block,LmPK inhibitor,Pf growth 96h,TbPYK inhibitor,Pf growth 48h,HCV inhibitor
Cc1ccc(C)c(CN2CCN(c3ncccn3)CC2)c1,9%,0%,?,-5%,6%,9%
O=C(NC1CSCC1OC(=O)c1ccccc1)c1ccccc1 (centres undefined),11%,-2%,-3%,-10%,-20%,-17%
O=C1C=C(c2cc3ccccc3o2)C[C@@H](c2ccc(F)cc2)C1,-1%,nt,?,4%,?,1%
COC(=O)c1sc(NC(=O)CSc2nnnn2-c2cccc(OC)c2)nc1C,-5%,0%,?,-2%,25%,4%
Cc1ncc(CO)c(CNc2ccc(Oc3ccccc3)cc2)c1O,7%,-1%,74%[activator],2%,?,11µM*
COc1cc2c(cc1OC)-c1nncn1C(C)(C)C2,2%,1%,2%,-1%,6%,-13%
COC(=O)N1c2ccccc2CCc2ccccc21,1%,3%,36%[activator],-2%,7.4µM*,?
C=CCOc1ccc(/C(O)=C2\C(=O)C(=O)N(CCN(C)C)C2c2cccs2)cc1 (centres undefined),?,1%,26%,-5%,19%,19%
NC(=O)c1ccc(N2CCC(C(N)=O)CC2)c([N+](=O)[O-])c1,9%,-1%,23%,-2%,20%,-2%
CC(C)n1c(=O)c(C=Nc2ccc(Cl)cc2)c(O)n(Cc2ccco2)c1=O,-20%,-4%,1µM*,nt,10µM*,6%
CCCCC(=O)NNC(=O)N1c2ccccc2Sc2ccccc21,-1%,0%,-1%,-1%,-38%[0.00184 µM],15%
COC(=O)c1ccc(-c2noc(CN(Cc3ccncc3)CC3CCCO3)n2)cc1 (centres undefined),3%,6%,-2%,5%,?,-26%
Cc1cc(Oc2cc(NN3CCCCC3)c([N+](=O)[O-])cc2[N+](=O)[O-])ccc1[N+](=O)[O-],7%,0%,?,0%,2%,-14%[8.37 µM]
Cc1[nH]c2ccccc2c1C(=O)CN1C(=O)NC2(CC(C)CC(C)(C)C2)C1=O (centres undefined),-4%,1%,10µM*,3%,?,2%

# Bioassay records (PubChem)

# The order is random (roughly 16% active in at least one column).
